PLC-gamma1 inh: PLC-gamma1 enzyme inhibitors, primary screen, biochemical, fluorescence, purified enzyme | 1-phosphatidylinositol 4,5-bisphosphate phosphodiesterase gamma-1 (Homo sapiens), P19174 | fluorogenic substrate | inhibition, % at 12.2 µM | 370,000 tested, 0.84% active; in the data active means inhibition above about 9.5%
DDE Tn6 FP inh: inhibitors of Tn6 peptide binding to fibrin DD(E), primary screen, biochemical, fluorescence polarization, human fibrin, Tn6 probe; Fibrinogen beta chain (Homo sapiens), P02675; Fibrin DD(E) TRITC-Tn6 fluorescence polarization displacement; inhibition, % at 8.3 µM; 370,000 tested, 0.21% active; AID 720509, 2013;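 active means inhibition above a per-campaign cutoff: mean of compounds within control limits plus 3 SD, cut at about 15% in these data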;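 further: 0% = median of all compound wells on the plate and 100% = blocking peptide control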
ADAM10 inh: human ADAM10 inhibitors, primary screen, biochemical, QFRET, HTS; recombinant ADAM10, EDANS/DABCYL FRET peptide cleavage, 3 h; inhibition, % at 7 µM; 370,000 tested, 0.62% active;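 active means inhibition above a per-campaign cutoff equal to the mean of compounds falling between control-based bounds plus 3 SD, cut at about 20% in these data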;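 further: 0% = DMSO wells while the 100% control is not disclosed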
KLK7 zymogen act: proKLK7 zymogen activators, primary screen, biochemical, fluorescence intensity | purified proKLK7, EDANS-DABCYL substrate fluorescence; 100% is mature enzyme control, 0% vehicle | activation, % at 7 µM | 370,000 tested, 0.9% active;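 active means activation above the mean of all tested compounds plus 3 SD, computed per campaign excluding outliers beyond control limits, cut at about 13% in these data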
LEDGF integ inh: blockers of LEDGF/p75-dependent integrase strand transfer – biochemical, TR-FRET, high throughput, primary screen. inhibition, % at 3.7 µM. TR-FRET IN-LEDGF/p75 DNA integration, Eu/Cy5. 370,000 tested, 0.64% active. HIV-1 integrase (with human LEDGF/p75);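 active means inhibition above the screen-wide mean plus 3 SD, cut at about 13% in these data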;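 further: signal is the Cy5 over europium emission ratio at 671 and 618 nm; 0% = plate median of compound wells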
ASAP1 inh: inhibitors of human ASAP1 ArfGAP activity, primary screen, biochemical, fluorescence polarization; Arf-GAP with SH3 domain, ANK repeat and PH domain-containing protein 1 (Homo sapiens), …; ASAP1-stimulated ARF1 GTP hydrolysis, GDP FP detection; inhibition, % at 16.5 µM; 360,000 tested, 0.19% active; AID 624377, 2012; in the data active means inhibition above about 25%;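 further: 0% = vehicle with enzyme and substrate and 100% = no enzyme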
TDP2 inh: human TDP2 enzyme inhibitors, primary screen, biochemical, epi absorbance, recombinant enzyme. AID 720702, 2013. Tyrosyl-DNA phosphodiesterase 2 (Homo sapiens), O95551. T5PNP hydrolysis, p-nitrophenol absorbance 415 nm. inhibition, % at 12.8 µM. 370,000 tested, 0.34% active;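 active means inhibition above the mean of all tested compounds plus 3 SD, set per campaign, cut at about 25% in these data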;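 further: 0% = DMSO with enzyme and 100% = buffer with substrate but no TDP2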
Target sequence (O95551 whole entry, looked up): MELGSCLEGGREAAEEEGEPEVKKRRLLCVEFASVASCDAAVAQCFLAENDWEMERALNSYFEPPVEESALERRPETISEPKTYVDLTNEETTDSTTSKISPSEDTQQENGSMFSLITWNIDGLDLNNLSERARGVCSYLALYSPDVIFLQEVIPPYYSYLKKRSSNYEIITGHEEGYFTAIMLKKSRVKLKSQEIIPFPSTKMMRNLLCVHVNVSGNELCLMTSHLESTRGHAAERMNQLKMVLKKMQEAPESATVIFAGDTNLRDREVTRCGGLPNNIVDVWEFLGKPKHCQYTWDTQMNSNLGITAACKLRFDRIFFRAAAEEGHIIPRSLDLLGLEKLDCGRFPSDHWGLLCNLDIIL
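System – recombinant human TDP2 · Amount – 120 nM TDP2 per well · Buffer or medium – Mg2+-containing Tris-HCl buffer, pH 7.5 · Reagent – T5PNP substrate, 5 mM · Dosing – 12.8 µM single point, 1% DMSO · Incubation – 2 h at 37 °C · Measured by – epi absorbance · Read-out basis – percent inhibition · Benchmarks – high control without enzyme, low control DMSO plus TDP2 · Repeats – singlicate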
DDE Tn7 FP inh: inhibitors of Tn7 peptide binding to fibrin DD(E), primary screen, biochemical, fluorescence polarization, human fibrin, Tn7 probe | Fibrinogen beta chain (Homo sapiens), P02675 | FP displacement of FITC-Tn7 peptide from fibrin DD(E); 0% = median of compound wells per plate | inhibition, % at 8.3 µM | 370,000 tested, 0.13% active | AID 720508, 2013;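 active means inhibition above the mean of compounds falling within the control limits plus 3 SD of them, cut at about 14% in these data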;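 further: 0% = plate median of compound wells and 100% = 10 µM Aha-Tn7 peptide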
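System: human fibrin DD(E); quantity: Fibrin-DD(E) at 2 µM final; also added: fluorescent Tn7 probe at 0.1 µM; compound dosing: single nominal test concentration of 8.3 µM per compound; schedule: 10 min preincubation, 3 h with tracer, room temperature; detection: fluorescence polarization of the labelled Tn7 tracer; repeats: one replicate per compound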
ARFGAP1 inh: inhibitors of rat ARFGAP1 GAP activity, primary screen, biochemical, fluorescence polarization, GDP tracer | ADP-ribosylation factor GTPase-activating protein 1 (Rattus norvegicus), Q62848 | Arfgap1-stimulated ARF1 GTP hydrolysis, GDP FP detection | inhibition, % at 16.5 µM | 360,000 tested, 0.26% active;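 active means inhibition above a per-plate limit, mean inhibition of low control wells plus 3 SD, cut at about 25% in these data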;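 further: 0% = DMSO wells with enzyme and 100% = wells lacking Arfgap1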
Target sequence (Q62848 1-136 limits assumed): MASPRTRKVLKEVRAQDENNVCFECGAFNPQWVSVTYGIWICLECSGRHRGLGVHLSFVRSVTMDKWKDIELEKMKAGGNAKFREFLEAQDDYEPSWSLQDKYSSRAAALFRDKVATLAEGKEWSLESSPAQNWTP
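Assay system: purified rat His6-Arfgap1 residues 1-136 (GAP domain); Reagent: human Δ17 ARF1 bound to GTP; Dosing: 16.5 µM single point, 1.26% DMSO; Times: GTP hydrolysis reaction 2 h at 25 °C; Signal: FP, GDP Alexa 633 tracer displaced from anti-GDP antibody, 620/688 nm; Measure: % inhibition from polarization.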
ADAM17 inh: ADAM17 inhibitors, primary screen, biochemical, QFRET. inhibition, % at 6.95 µM. Disintegrin and metalloproteinase domain-containing protein 17 (Homo sapiens), P78536. AID 720648, 2013. recombinant ADAM17, EDANS/DABCYL FRET peptide cleavage. 370,000 tested, 0.83% active;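 active means inhibition above the mean of compounds lying between control limits plus 3 SD, set per campaign, cut at about 8.5% in these data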;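 further: 0% = DMSO-only wells as the low control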
Target sequence (P78536 215-824 limits assumed): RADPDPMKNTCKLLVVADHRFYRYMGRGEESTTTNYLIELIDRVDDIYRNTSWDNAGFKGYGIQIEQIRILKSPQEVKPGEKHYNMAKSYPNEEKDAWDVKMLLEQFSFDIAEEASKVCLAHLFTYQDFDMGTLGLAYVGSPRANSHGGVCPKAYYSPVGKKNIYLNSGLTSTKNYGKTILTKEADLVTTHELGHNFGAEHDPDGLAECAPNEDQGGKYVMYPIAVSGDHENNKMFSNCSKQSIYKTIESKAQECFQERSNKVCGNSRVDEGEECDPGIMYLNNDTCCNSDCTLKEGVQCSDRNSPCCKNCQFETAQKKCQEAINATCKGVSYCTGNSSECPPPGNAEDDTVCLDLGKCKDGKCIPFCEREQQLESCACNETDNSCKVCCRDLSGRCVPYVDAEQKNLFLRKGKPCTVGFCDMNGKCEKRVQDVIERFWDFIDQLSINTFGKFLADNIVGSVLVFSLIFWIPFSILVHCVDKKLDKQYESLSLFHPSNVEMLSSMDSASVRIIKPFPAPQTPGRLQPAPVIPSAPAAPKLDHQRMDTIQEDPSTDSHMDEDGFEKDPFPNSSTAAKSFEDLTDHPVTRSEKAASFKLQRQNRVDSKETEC
* hit, by the source's call; i = inactive; nt = not tested or not shown.

SMILES	PLC-gamma1 inh	DDE Tn6 FP inh	ADAM10 inh	KLK7 zymogen act	LEDGF integ inh	ASAP1 inh	TDP2 inh	DDE Tn7 FP inh	ARFGAP1 inh	ADAM17 inh
CCN(CC)CCN1C(=O)C2C(C(=O)Nc3cccc(SC)c3)C3C=CC2(O3)C1C(=O)NC1CCCC(C)C1C (stereo not drawn)	-1	1	-1	0.4	-1	-2	3	5	1	0
C[C@H](CO)N1C[C@H](C)[C@@H](CN(C)Cc2ccccn2)Oc2ncc(-c3ccccc3)cc2C1=O	-2	2	-17	0.5	-2	-15	4	2	-1	-3
CCN[C@H]1CN(CCCOC)S(=O)(=O)c2sc(S(N)(=O)=O)cc21	0	2	4	-0.2	4	-7	-6	-1	4	-2
Cc1[nH]c2ccccc2c1C(=O)CSC(=S)N(C)C1CCCCC1	3	1	-6	0.3	5	2	-1	-1	-9	-2
O=C(CN(Cc1ccccc1)C(=O)CNS(=O)(=O)c1ccccc1)NCc1ccco1	1	0	-2	-0.2	2	-13	6	-1	10	1
CCCOC(=O)c1ccc(Oc2cn[nH]c2-c2ccc(OCC(=O)NN)cc2O)cc1	3	-7	9	0.4	3	-6	-14	1	12	4
O=C(NN=Cc1cccc2ccccc12)C1CC1	-4	-6	-5	-1.3	5	-10	5	0	-5	-2
O=C(c1ccc2nc(N3CCOCC3)sc2c1)N1CCCC1	-1	-3	-9	-0.7	4	17	-4	-1	2	-2
O=C(Cc1ccccc1[N+](=O)[O-])NCC1(c2cccc3c2OCO3)OCCO1	1	-2	-6	-0.9	3	-7	27*	-3	-11	-5
Cc1nn(S(=O)(=O)c2ccc(F)cc2)c(C)c1S(=O)(=O)N1CCCCC1	0	-8	-15	0.0	-7	1	-2	5	1	-1
c1coc(-c2nnc3sc(Cc4cccs4)nn23)c1	20*	-2	18	-1.7	38*	4	-15	-1	2	5
CC(C)=CCC/C(C)=C/CNCC(=O)N1c2ccccc2[C@]2(C)C[C@@H]3C(=O)N(C/C=C(\C)CCC=C(C)C)CC(=O)N3[C@H]12	2	7	-5	0.6	-2	nt	1	1	nt	-3
CCCCNS(=O)(=O)c1ccc2nc(-c3cccnc3)cc(C(=O)NCCCOC)c2c1	-1	5	16	-0.3	3	5	-3	1	-6	-2
CC(NC(=O)COC(=O)Cc1ccsc1)C1CC2CCC1C2 (stereo not drawn)	4	-1	-4	0.1	-6	12	1	2	7	-5
CC1N(C(=O)N(C)C)CCN1S(=O)(=O)c1ccccc1 (stereo not drawn)	4	-6	4	0.8	3	1	5	11	-12	0

Arranged by SMILES length (ascending): part of the list above
SMILES	PLC-gamma1 inh	DDE Tn6 FP inh	ADAM10 inh	KLK7 zymogen act	LEDGF integ inh	ASAP1 inh	TDP2 inh	DDE Tn7 FP inh	ARFGAP1 inh	ADAM17 inh
c1coc(-c2nnc3sc(Cc4cccs4)nn23)c1	20*	-2	18	-1.7	38*	4	-15	-1	2	5
Cc1nn(S(=O)(=O)c2ccc(F)cc2)c(C)c1S(=O)(=O)N1CCCCC1	0	-8	-15	0.0	-7	1	-2	5	1	-1
O=C(CN(Cc1ccccc1)C(=O)CNS(=O)(=O)c1ccccc1)NCc1ccco1	1	0	-2	-0.2	2	-13	6	-1	10	1
C[C@H](CO)N1C[C@H](C)[C@@H](CN(C)Cc2ccccn2)Oc2ncc(-c3ccccc3)cc2C1=O	-2	2	-17	0.5	-2	-15	4	2	-1	-3

Other compounds
SMILES	PLC-gamma1 inh	DDE Tn6 FP inh	ADAM10 inh	KLK7 zymogen act	LEDGF integ inh	ASAP1 inh	TDP2 inh	DDE Tn7 FP inh	ARFGAP1 inh	ADAM17 inh
NC(=O)CC(NC(=O)Cc1cccc2ccccc12)c1ccc(NCc2ccc(F)cc2)c([N+](=O)[O-])c1 (stereo not drawn)	0	-1	2	1.0	-1	-6	-2	2	2	-1
COCCNC(=O)C1(C)CCCN(Cc2cc(-c3ccccc3)nn2C)C1 (stereo not drawn)	2	8	-11	-0.2	0	6	-5	-6	-2	-5
CC(Nc1ncnc2ccccc12)c1ccccc1 (stereo not drawn)	-4	-2	-3	0.0	-5	-19	8	5	2	-2
C/C(=N\NC(=O)CN1CCN(S(=O)(=O)c2ccc(C)cc2)CC1)c1cccnc1	3	-1	2	0.0	4	-20	-4	2	0	1
COC(=O)c1sccc1Oc1c(Cl)cccc1[N+](=O)[O-]	5	9	-3	0.3	4	-7	-7	-1	1	1
CC(/C=C/c1ccccc1)=N/NC(=O)CNC(=O)c1ccccc1F	0	-4	-1	0.4	1	3	2	-8	0	-1
Cn1nc(C(=O)NC2CCCC2)c2ccccc2c1=O	-1	-2	-14	-0.4	-2	-6	1	-7	-3	1
CCN1CCn2c3c(c4cc(Br)ccc42)CCCC31 (stereo not drawn)	-2	-4	6	0.6	-3	7	6	-1	5	1
CCOc1ccc(CCNC(=O)c2ccc(OCc3c(C)noc3C)cc2)cc1OCC	1	4	0	-0.2	0	-3	6	-5	-2	-2
O=C(Nc1ccccc1F)c1ccc(CNS(=O)(=O)c2cccc(C(F)(F)F)c2)cc1	2	-1	6	-0.3	2	2	2	2	9	-1
Cc1nn(-c2ccc(F)cc2)c(Cl)c1/C=C/C(=O)N1CCNC(=O)C1	1	-2	6	-0.5	0	-3	1	-7	2	0
CN(Cc1cnn(C)c1)Cc1nc(COc2ccccc2)no1	-1	-1	2	-0.1	1	-6	2	5	-1	-2
O=C(CCS(=O)(=O)c1ccc(Br)cc1)NCc1ccco1	-1	2	-14	-0.5	1	-14	2	5	-12	-5
Cc1cc(C(=O)COC(=O)CCc2nc3ccccc3s2)c(C)n1C	-5	-4	-1	0.2	3	7	-3	-2	2	-7
O=C(c1ccc2oc(Cc3ccc(Cl)cc3)nc2c1)N1CC[C@H](O)C1	3	1	0	0.2	6	0	-4	-7	-3	1
COc1ccc(N2CC(C(=O)Nc3ccc4c(c3)OCCO4)CC2=O)cc1 (stereo not drawn)	-2	0	4	-0.6	1	1	-21	3	5	1
CC(=O)c1ccc(/C=C/c2nc3ccccc3n2C)o1	i	3	i	40*	1	2	-14	-1	11	i
CCCC1CC(=O)NC1(C(=O)OCC)C(=O)OCC (stereo not drawn)	0	5	-4	0.8	0	-2	6	-4	4	-1
CC1(C)O[C@@H]2[C@H](O1)[C@@H](COS(=O)(=O)O)O[C@H]2n1c(=S)[nH]c2c(=O)[nH]c(N)nc21	1	1	3	0.2	-1	-6	0	4	0	-3
Cc1cc(C)n2nc(N)c(N=Nc3cccc(Cl)c3)c2n1	0	-4	0	-0.5	-1	12	-2	3	-3	1
COc1ccccc1C=NN1C(=O)CSC1=S	-1	-2	-6	-0.8	3	-5	9	8	-4	-3
CCN(CC)S(=O)(=O)c1ccc(NC(=O)CCNC(=O)c2ccccc2)cc1	1	5	0	0.1	0	-7	1	8	13	2
CCOC(=O)COc1ccc2c(=O)c(-c3ccccc3OC)coc2c1	4	0	1	-0.2	-6	5	5	-6	-5	4
O=C(CCN1CCCC1Cc1ccccc1)c1ccc2c(c1)OCCO2 (stereo not drawn)	1	-1	-6	0.1	-1	1	-7	0	0	-2
CCC(C(=O)Nc1ccon1)c1ccccc1 (stereo not drawn)	0	8	-1	0.6	-1	-9	-1	6	4	-6
CC(=O)Nc1ccc(NC(=O)C(C)OC(=O)c2ccc3c(c2)OCCO3)cc1 (stereo not drawn)	2	-4	2	0.0	4	-5	8	-2	3	-3
O=C1/C(=C\c2ccco2)SC(=S)N1c1ccccc1	-1	-4	3	0.4	21*	-6	12	0	4	-3
Cc1ccc(C)c(N2CC(=O)N(c3cc(C)ccc3C)CC2=O)c1	1	-5	1	0.0	3	-3	7	-3	6	-1
COC(=O)[C@]1(CC(C)C)N[C@H](c2ccc(-c3ccc(Cl)c(Cl)c3)cc2)[C@@H]2C(=O)N(C)C(=O)[C@@H]21	-3	3	7	0.7	3	4	2	-6	-7	-2
CCOc1cc(CNCCSc2nnnn2C)cc(Br)c1OCc1ccccc1F	1	3	7	0.6	-3	12	-8	-4	6	4
O=C(CCNC(=O)Cn1ccc2ccccc2c1=O)NCCc1ccc(Cl)cc1	-2	-1	-4	-0.4	2	2	3	2	-8	-2
O=C(Cn1nc(C(F)F)cc1C(F)F)NNC(=S)Nc1ccc(Cl)cc1	2	3	3	0.6	4	-6	6	4	-3	3
Cc1cc(C)nc(SCC(=O)NC2CCCCC2C)n1 (stereo not drawn)	-2	5	-6	-0.7	2	-2	13	8	-11	-4
O=C(Nc1nccs1)c1ccc(NC(=O)c2ccco2)cc1	-7	2	-10	0.0	0	14	-6	1	3	0
Cc1ccc(Nc2nc(C)c(CCC(C)C)c(=O)[nH]2)cc1	0	2	-2	0.1	-1	1	5	-3	4	-4
COc1ccc(CCN(C)C(=O)c2cc(-c3ccccc3)nc3ccc(C)cc23)cc1OC	-3	4	0	-0.5	1	-23	9	5	-2	0
Cc1cc(C)n2nc(-c3ccc(F)cc3)nc2n1	-2	-8	2	-0.6	3	9	-4	5	16	-5
O=C1c2ccccc2C(=O)c2c1oc(C(F)(F)F)c2C(=O)c1ccccc1	-1	8	1	0.8	0	9	2	2	12	1
NC(CO)C(O)c1ccc([N+](=O)[O-])cc1 (stereo not drawn)	0	-4	-8	-0.4	-3	-4	-4	-1	7	0
Cc1ccc(-n2c(C)cc(C(=O)COc3c(CO)cc(F)cc3CO)c2C)cc1C	0	5	-1	0.8	0	-8	6	1	-1	-2
CCOC(=O)C1=C(C)NC(=O)NC1c1ccc(Br)s1 (stereo not drawn)	1	0	0	0.0	0	-5	9	0	-8	-3
NS(=O)(=O)c1ccc(CNC(=O)/C=C/c2ccccc2)cc1	-3	-8	4	0.4	-4	-7	3	1	8	-5

Source: PubChem BioAssay
